M17LAP inhibition = P. falciparum M17LAP inhibitors, primary screen, biochemical, fluorogenic H-Leu-NHMec substrate, 1536-well (AID 1619). recombinant M17LAP, H-Leu-NHMec fluorogenic kinetic assay; higher % means a stronger effect. one-dose inhibition, % at 30 µM; IC50 in µM for titrated hits. actives 0.38% (n = 220,000);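 active = compound inhibiting the enzyme by more than half at any dose during confirmatory dose-response retesting; inconclusive = strong single-dose inhibitors picked by rank but not retested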;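 note: plate controls were full reaction with DMSO carrier for no effect and no enzyme background for full effect; strong numbers were not always called active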
T cell HTS = T cell immune modulators affecting CD8 T cell-vesicle binding | 2C CD8+ T cell-vesicle binding, flow cytometry; stronger effect = lower value | calls only at 7 µM | actives 0.068% (n = 330,000);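 active = response, share of CD8 T cells binding vesicles, and their 90th percentile fluorescence all below set limits, cut at about 80% in these data, passing the limit was not always enough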
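Read-out – percent CD8+ FL2 mean versus row control · System – murine 2C transgenic CD8+ T lymphocytes · Times – 1.5 h cell–vesicle binding at 37 °C, then 20 min icy labelling · Control set – naked vesicles low, QL9 vesicles with vehicle high · Detection – cytometric PE anti-B7-1 and Alexa647 anti-CD8 signals after 1% paraformaldehyde fixation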
Dynein transport = dynein cargo transport inhibition. 3617.4 mouse cells, GR-EGFP nuclear translocation imaging; test concentration mostly 20 µM; stimulated with dexamethasone, 1 µM; stronger effect = lower value. z-score, hits read low. actives 0.47% (n = 220,000). AID 1381;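 active = plate z-score of nuclear minus cytoplasmic receptor signal below a set negative limit, without overly bright fluorescence or cell loss, cut at about -3.5 in these data, passing the limit was not always enough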;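 note: z-score of nuclear minus cytoplasmic ring GR-EGFP intensity difference per well; some compounds called inactive have numbers as strong as hits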
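Also added – dexamethasone, 1.0 µM final · Buffer or medium – tet-free, stripped-serum medium · Schedule – induction 48 h, compound 1 h, agonist 30 min · Detection – formaldehyde fixation, Hoechst nuclear stain, 10x automated fluorescence imaging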
WT yeast gro inh = growth inhibition of WT yeast, mitochondrial fusion screen. mitochondrial fusion phenotypic screen, WT strain. inhibition, % at 10 µM. actives 2.1% (n = 190,000). AID 1362; in the data active = inhibition above about 58%; tested in S. cerevisiae
b-catenin transl = beta-catenin nuclear translocation modulation. HeLa beta-catenin nuclear translocation, immunofluorescence imaging. nuclear translocation activity, % at 5 µM. actives 0.3% (n = 190,000);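 active = nuclear translocation activity above 50% at 5 µM, with a well cell count of 50 or more; inconclusive = wells under 50 cells across six images, flagged as toxic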;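 note: per-cell ratio of nuclear to cytoplasmic median beta-catenin stain intensity; plate controls were DMSO negative control for no effect and GSK-3 inhibitor IX positive control for full effect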
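Test system: human HeLa cells, endogenous beta-catenin. Times: 24 h compound exposure, 37°C. Measured by: beta-catenin immunofluorescence imaging with DAPI.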
MT stabilize HCS = microtubule stabilizers in HeLa cells. AID 2205. HeLa tubulin immunostaining HCS, 24 h; share of cells brighter than vehicle mean+2SD. % tubulin-high responders, % at 10 µM. actives 0.83% (n = 200,000);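 active = plate Z-score above 3 for both tubulin-high and condensed-nucleus cell shares, with cell loss under 80%, at 10 µM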;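 note: anti alpha tubulin signal scored within the nucleus-defined area of each cell; some results filed as inactive read as strong as hits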
Autophagy mod = autophagy modulation, high-content screen; MEF GFP-LC3 puncta imaging; test concentration mostly 10 µM; calls only at 10 µM (by protocol); actives 0.98% (n = 190,000); AID 463193;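 active = percentage of spot-positive cells more than 3 SD above its plate mean, without a fluorescence outlier flag or 80% toxicity; inconclusive = no clear call, values can overlap the other calls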;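 note: spot-positive cell cutoff set from DMSO-treated cells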
Yfh1-depleted yeast = mitochondrial function rescue without frataxin homolog – Friedreich's ataxia, plus single-dose screen, dose response (AID 1465); S. cerevisiae Yfh1-off respiration, WST-1 reduction, 72 h; higher fold induction means a stronger effect; one-dose fold induction at 50 µM; EC50 in µM for titrated hits; actives 0.074% (n = 220,000);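 active = fold induction of absorbance versus untreated yeast above a set limit, then at least 30% activation at any dose in follow-up; inconclusive = repeats straddling the limit, or above it without dose testing; inactive = fold induction below the set limit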;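 note: activators that raise dye reduction in frataxin-depleted yeast; strong numbers were not always called active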
M1AAP inhibition = malaria alanyl aminopeptidase activity blockers – biochemical, fluorogenic H-Leu-NHMec substrate, 1536-well (AID 1445) | inhibition, % at 30 µM; hits with a dose series show IC50 in µM | actives 0.42% (n = 220,000) | recombinant M1AAP, H-Leu-NHMec fluorogenic kinetic assay; higher % means a stronger effect;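 active = primary inhibition above the hit cutoff, then over 50% inhibition at one or more dose response concentrations, cut at about 23% in these data, passing the limit was not always enough; inconclusive = conflicting primary data, or primary hits not chosen for dose response; inactive = low primary inhibition, or under 50% at every dose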;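 note: plate controls were DMSO full reaction for no effect and no enzyme background for full effect; strong numbers were not always called active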
WT yeast gro inh mutant strain = further read-out of WT yeast gro inh, marked with its call; inhibition, %; mitochondrial fusion phenotypic screen, mutant strain inhibition
Dynein transport cytoplasmic EGFP = also measured in Dynein transport; calls as there; z-score; measured here: cytoplasmic GR-EGFP intensity; stronger effect = higher value
Dynein transport nuclear GR-EGFP = recorded beside Dynein transport, whose call it bears; z-score; measured here: nuclear GR-EGFP intensity;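 lower value marks the stronger effect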
Dynein transport cell count = further read-out of Dynein transport, marked with its call; z-score; measured here: cell count per field
b-catenin transl cell count 5 µM = second read-out of b-catenin transl, no call of its own (marks repeat the call); cell count; measured here: cell count, cytotoxicity flag
T cell HTS vesicle-bound % = also measured in T cell HTS; calls as there; double positive events, %; measured here: CD8+ vesicle-bound cell fraction;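 binding gate set so that unloaded-vesicle control wells show 10% double positive cells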
MT stabilize HCS Hoechst-high % = also measured in MT stabilize HCS; calls as there; % Hoechst-high responders; measured here: nuclear condensation Hoechst responders;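 share of cells brighter than vehicle mean plus two SD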
MT stabilize HCS cytotoxicity % = recorded beside MT stabilize HCS, whose call it bears; toxicity, %; measured here: cytotoxicity by cell density;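 0% = mean cell density of plate MIN control wells and 100% = no cells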
Autophagy mod cell loss 18 h = also measured in Autophagy mod; calls as there; toxicity, %; measured here: cell loss, nuclei count;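 cell loss after 18 h compound exposure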
* hit, by the source's call; i = inactive; ? = inconclusive; . = not tested or not shown; + = active, no number.

The line under a structure holds: M17LAP inhibition	T cell HTS	T cell HTS vesicle-bound %	Dynein transport	Dynein transport cytoplasmic EGFP	Dynein transport nuclear GR-EGFP	Dynein transport cell count	WT yeast gro inh	WT yeast gro inh mutant strain	b-catenin transl	b-catenin transl cell count 5 µM	MT stabilize HCS	MT stabilize HCS Hoechst-high %	MT stabilize HCS cytotoxicity %	Autophagy mod	Autophagy mod cell loss 18 h	Yfh1-depleted yeast	M1AAP inhibition
> Cc1ccccc1NC(NC(=O)c1cccnc1)C(Cl)(Cl)Cl (stereo unspecified)
→ -1%	i	8	-0.1	-0.18	0.12	-0.0011	22	10	2.0	1062	2.4	2.2	6.8	i	-8	i	4%
> O=C(NC1CCCC1)C1CC1c1ccccc1 (stereo unspecified)
→ -13%	i	29	-1.1	-0.21	-0.68	0.2	-6	8	-1.6	541	3.1	1.8	1.1	i	-3	i	7%
> O=C1CC(NCc2ccccc2)C(=O)N1c1ccc(F)cc1 (stereo unspecified)
→ -7%	.	.	0.63	-0.3	0.74	-0.51	-7	5	0.4	1474	3.0	2.5	5.9	i	-8	i	-2%
> COC(=O)c1cc2cc(NS(=O)(=O)c3ccc(C)cc3)ccc2s1
→ -3%	i	36	-0.3	-0.22	-0.44	0.51	0	-25	-2.9	1224	1.7	2.2	3.8	i	1	i	4%
> CSc1ccc(CN(C)CC(=O)NCc2ccc(F)cc2)cc1
→ -3%	i	14	-0.28	-0.34	0.17	0.63	7	20	1.4	1113	6.8	2.4	8.6	i	6	i	-4%
> Cc1ccc2nc(SCC(=O)N/N=C/c3ccco3)cc(C)c2c1
→ 26%	i	36	-0.37	-0.3	-0.23	0.28	16	1	-1.0	1138	3.2	3.0	6.9	i	-1	i	4%
> NC(=S)n1[nH]c(-c2ccc([N+](=O)[O-])cc2)c(N=Nc2ccccc2[N+](=O)[O-])c1=O
→ 35%	.	.	-0.86	-0.25	-0.53	0.83	9	18	-1.6	1008	2.6	2.0	0.6	i	3	i	1%
> O=C(NCc1ccccn1)c1ccc(Cn2c(=S)[nH]c3ccccc3c2=O)cc1
→ 12%	i	62	-0.62	-0.33	-0.62	1.7	-4	0	2.4	1136	1.1	2.6	4.4	i	-4	i	2%
> O=C(NCc1ccc(OC(F)(F)F)cc1)C1CC(c2ccccc2C(F)(F)F)=NO1 (stereo unspecified)
→ 14%	i	14	-0.67	-0.77	-0.16	-0.12	.	.	0.5	1271	.	.	.	.	.	i	-2%
> Cc1ccc(Cn2cccc(NC(=O)NCc3ccccc3)c2=O)cc1
→ -6%	i	23	-1.1	-0.24	-0.95	0.18	10	-9	.	.	3.1	1.8	8.1	i	-19	i	1%
> CC(=O)Nc1ccc(OS(=O)(=O)c2ccc([N+](=O)[O-])cc2)cc1
→ 21%	i	29	-0.82	-0.34	-0.38	2	-14	6	2.3	950	2.1	1.4	8.0	i	0	i	2%
> O=C(c1ccc(F)cc1)N1CCC(N2CCCCCC2)CC1
→ -3%	i	13	-0.12	-0.13	0.41	-0.12	-11	-1	0.1	930	7.6	1.4	5.9	i	16	i	0%
> N=c1oc2cc(O)ccc2cc1C(=O)Nc1nc2ccccc2s1
→ i	i	32	-0.96	0.96	-0.52	0.1	-10	-4	2.2	940	4.1	1.9	5.0	i	-7	i	16%
> NS(=O)(=O)c1ccc(-n2nncc2C23CC4CC(CC(C4)C2)C3)cc1
→ -14%	i	13	1.3	-0.19	1.5	-0.82	5	-2	.	.	6.0	3.0	15	i	-3	i	-5%
> CCN1CCN(CC(=O)Nc2c(C(=O)OC)[nH]c3cccc(Cl)c23)CC1
→ -2%	.	.	-0.27	-0.37	0.034	0.12	-7	-3	-7.2	955	4.2	3.8	15	i	9	i	-2%
> CCOC(=O)C1CCCN(C2CC(=O)N(c3ccc(C)cc3)C2=O)C1 (stereo unspecified)
→ -1%	i	26	-0.13	-0.29	0.13	0.18	-8	8	.	.	1.2	1.9	6.9	i	-4	i	1%
> COc1ccc([N+](=O)[O-])cc1N(CC(=O)N1CCCC1)S(C)(=O)=O
→ -4%	i	25	-0.26	-0.073	0.013	0.43	7	10	-0.7	1461	2.6	2.0	9.5	i	10	i	-3%
> CN(C)CCNc1nc2c(c(=O)[nH]c(=O)n2C)n1CCCc1ccccc1
→ 3%	i	52	0.69	-0.25	0.56	-0.021	9	5	-1.3	1155	1.6	3.8	2.0	i	1	i	7%
> Cc1cc(=O)n2[nH]c(CCC(=O)O)nc2n1
→ 3%	i	30	0.46	-0.28	-0.19	0.41	.	.	-1.4	1346	.	.	.	.	.	i	1%
> O=c1c([N+](=O)[O-])cccn1Cc1ccc(F)cc1Cl
→ 5%	i	16	0.34	-0.13	-0.17	-0.26	32	22	-2.4	1063	1.5	1.7	6.8	i	-2	i	0%
> Cc1ccc(-c2nnn(CCOc3cccc(Br)c3)n2)cc1
→ -18%	i	30	0.23	-0.19	0.26	0.053	6	4	2.4	1101	4.8	1.8	8.8	i	2	i	-5%
> C=CCNC(=S)NCc1ccccc1
→ 14%	i	54	-0.67	-0.24	0.42	1.2	.	.	-0.6	1314	.	.	.	.	.	i	11%
> CC(C)Oc1ccc(NC(=O)C2CCCNC2=O)cc1 (stereo unspecified)
→ 12%	i	8	-0.44	-0.22	-0.13	0.71	-13	-6	-1.6	1159	1.7	1.3	7.1	i	-3	i	5%
> CCCCOc1ccc(-c2nnn(CC(=O)NCc3ccco3)n2)cc1
→ -2%	i	34	0.74	-0.24	-0.51	0.058	1	-17	24	712	39*	25*	56*	+	56*	i	3%
> Cc1cc(-c2csc(N)n2)c(C)n1CCC(C)C
→ -1%	i	13	-0.22	-0.16	0.0055	0.82	16	23	.	.	3.0	0.8	7.7	i	-11	i	13%
> CCn1c(C(C)NC(=O)c2cccs2)nc2ccccc21 (stereo unspecified)
→ 8%	i	38	0.58	0.14	0.53	-0.14	12	2	-0.7	1119	2.7	3.1	2.4	i	1	i	7%
> N#Cc1c(-c2ccccc2)nc(-c2ccncc2)[nH]c1=O
→ 4%	i	56	-0.91	-0.37	-0.48	3.4	4	-3	-4.8	1132	6.4	1.4	11	i	1	i	11%
> O=C(Nc1ccc(OC(F)(F)F)cc1)C1CCCN(S(=O)(=O)c2cccnc2)C1 (stereo unspecified)
→ -4%	i	40	-1	-0.14	-0.21	1.8	-26	-62	1.3	933	1.6	2.3	12	i	11	i	0%
> O=C(N/N=C/c1ccc(O)cc1)c1nc(-c2ccccc2)n(-c2ccccc2)n1
→ 6%	i	54	0.29	-0.22	0.28	0.26	-9	-3	0.9	905	3.5	1.8	4.2	i	11	i	9%
> O=C(O)c1cccc(N2C(=O)/C(=C/c3ccc(SCc4ccc(Cl)cc4)o3)SC2=S)c1
→ 22%	.	.	-0.1	0.022	-0.15	-0.17	37	-1	-2.5	1076	2.7	1.5	5.4	i	9	i	12%
> CCOC(=O)CSc1nnc(CNC(=O)Cc2ccccc2)n1C
→ 18%	i	34	-0.84	-0.18	-0.39	0.21	-17	-22	-3.8	936	1.8	1.3	3.7	i	1	i	2%
> CCOc1c(Cl)cc(CNc2ccc(N3CCCC3)cc2)cc1OC
→ 2%	.	.	-0.96	-0.25	0.11	-0.019	18	21	-3.3	1036	8.1	8.6	3.2	i	4	i	7%
> Cc1ccc2cc(C#N)c(N3CCCN(S(=O)(=O)c4ccccc4)CC3)nc2c1C
→ .	i	40	-0.73	0.17	-0.53	0.64	.	.	.	.	2.4	0.9	0.7	i	-17	i	.
> CCN(C(=O)COC(=O)c1cc(-c2ccccc2)nc2c1c(C)nn2-c1ccc(C)cc1)C1CCS(=O)(=O)C1 (stereo unspecified)
→ 4%	i	61	-0.77	-0.2	-0.42	0.68	14	13	1.9	513	4.0	22	9.3	i	8	i	4%
> Cc1ccnc2nc(C(=O)Nc3nnc(-c4ccc(Cl)cc4)o3)nn12
→ 3%	i	45	0.15	-0.31	-0.088	0.23	-1	11	-0.7	1086	2.7	2.5	7.1	i	4	i	6%
> CCN(CC(=O)NC1CCS(=O)(=O)C1)Cc1nc2c(Br)cc(Br)cc2c(=O)[nH]1 (stereo unspecified)
→ 2%	i	19	0.4	-0.35	0.43	0.62	-9	-3	-4.2	1132	1.8	3.1	7.6	i	5	i	?
> COCCNC(=S)Nc1cc(OC)c(NC(=O)c2ccco2)cc1OC
→ 12%	i	42	-0.84	-0.25	-0.34	0.22	1	8	0.5	1618	2.2	3.0	6.8	i	-7	i	14%
